High-throughput results (PubChem)
MEKK3 PB1 HTS = raises or lowers MEK5 binding to the human MEKK3 PB1 domain; bead-based flow cytometry, Alexa488-MEK5 binding to MEKK3; actives lie on both sides; 0 = blocked by unlabeled MEK5, 100 = vehicle; binding response (% of control), % at 10 µM; actives 1.4% (n = 290,000); AID 1529;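 active = binding response more than 3 SD above or below the average of its plate-row segment, actives on both sides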;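 also: Alexa488 bead fluorescence after subtracting the streptavidin-only scavenger bead signal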
Target sequence (Q99759 whole entry, looked up, the tested form may be a part): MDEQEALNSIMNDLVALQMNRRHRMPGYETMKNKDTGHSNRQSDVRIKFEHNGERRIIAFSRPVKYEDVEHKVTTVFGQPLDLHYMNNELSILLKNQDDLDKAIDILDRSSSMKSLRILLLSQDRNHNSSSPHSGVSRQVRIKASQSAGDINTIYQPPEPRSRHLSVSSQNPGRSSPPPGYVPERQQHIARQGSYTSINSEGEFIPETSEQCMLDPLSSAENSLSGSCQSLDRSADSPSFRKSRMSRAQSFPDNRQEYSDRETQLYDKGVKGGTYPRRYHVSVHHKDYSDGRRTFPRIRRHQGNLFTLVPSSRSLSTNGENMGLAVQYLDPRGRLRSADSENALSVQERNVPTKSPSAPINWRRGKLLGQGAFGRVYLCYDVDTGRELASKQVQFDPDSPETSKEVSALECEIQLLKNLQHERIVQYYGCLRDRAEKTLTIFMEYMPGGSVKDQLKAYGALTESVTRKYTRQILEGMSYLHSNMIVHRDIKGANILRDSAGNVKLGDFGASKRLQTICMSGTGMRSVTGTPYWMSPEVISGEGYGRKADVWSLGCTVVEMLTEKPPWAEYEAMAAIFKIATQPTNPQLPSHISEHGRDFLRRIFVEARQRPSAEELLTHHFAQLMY
OXTR agonist = activates the human oxytocin receptor | P30559 | CHO-OTR cells, Fluo-8 calcium fluorescence; normalized: DMSO 0%, oxytocin 100% | activation, % at 3 µM | actives 0.32% (n = 320,000) | AID 2435;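 active = activation above the mean of all tested compounds plus 3 SD, cutoff set per screening run, cut at about 20% in these data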;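 also: peak over basal fluorescence ratio from a 100 s FLIPR kinetic read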
NALP1 yeast inh = inhibitors of NALP1 inflammasome in yeast; actives 0.61% (n = 280,000); S. cerevisiae NALP1/ASC/caspase-1 growth, X-gal OD620, 72 h; AID 2071; inhibition, % at 10 µM; in the data active = inhibition mostly above about 24%, no sharp cut-off; inactive = mostly below about 32%; also: some compounds called inactive have numbers as strong as hits
MEKK2 WT-MEK5 = raises or lowers MEK5 binding to wildtype human MEKK2 PB1 domain; Q9Y2U5; actives 1.1% (n = 290,000); bead flow cytometry, Alexa488-MEK5 binding to MEKK2 WT; actives lie on both sides; binding response (% of control), % at 10 µM; in the data active = binding response below about 67% or above about 130%
MEKK2mut PB1 HTS = signal of MEK5 binding to mutant human MEKK2 PB1 domain. bead flow cytometry, Alexa488-MEK5 binding to MEKK2 mutant. percent response, % at 10 µM. actives 0.35% (n = 290,000). AID 1530; in the data active = percent response above about 24%, passing the limit was not always enough; also: inactives centre near 1; some results filed as inactive read as strong as hits; reference of the scale not given here
V1R ag counter = counter-screen for oxytocin receptor agonists: human V1a receptor agonists | P37288 | actives 0.25% (n = 320,000) | activation, % at 3 µM | CHO-V1R cells, Fluo-8 calcium fluorescence, agonist mode; 0% DMSO, 100% 3 nM vasopressin;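 active = activation above the mean activation of all tested compounds plus 3 SD, per screening run, cut at about 20% in these data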;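 also: signal is peak over basal fluorescence ratio across a 100 second FLIPR read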
GalR3 antagonist = blocks the human galanin receptor 3 | HEK293 GalR3-CNG cAMP membrane potential fluorescence; galR3 body fused to GalR1 C-terminus | inhibition, % at 3 µM | actives 0.44% (n = 360,000);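 active = inhibition above the screen-wide average plus 3 SD, cut at about 13% in these data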;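 also: forskolin and galanin both at EC90 stimulate the cells; cAMP rise reported by CNG channel membrane potential dye signal; 0% = forskolin plus galanin with DMSO and 100% = forskolin alone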
Target sequence (O60755 1-299 limits assumed): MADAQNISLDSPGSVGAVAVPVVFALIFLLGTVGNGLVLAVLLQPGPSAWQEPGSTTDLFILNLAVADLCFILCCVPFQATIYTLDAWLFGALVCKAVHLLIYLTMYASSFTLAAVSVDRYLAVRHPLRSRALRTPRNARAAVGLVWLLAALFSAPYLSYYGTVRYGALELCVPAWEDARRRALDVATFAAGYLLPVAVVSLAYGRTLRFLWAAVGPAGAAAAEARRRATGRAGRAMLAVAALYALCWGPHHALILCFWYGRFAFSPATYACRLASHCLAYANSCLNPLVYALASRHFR
PHOSPHO1 block = inhibitors of human PHOSPHO1 phosphatase. inhibition, % at 13.3 µM. actives 1.1% (n = 290,000). Q8TCT1. recombinant PHOSPHO1, absorbance phosphatase assay; in the data active = inhibition above about 60%
GPR7 antagonist = antagonists of human GPR7 (neuropeptides B/W receptor 1); P48145; GPR7-expressing cells, fluorescence antagonist assay; inhibition, % at 4.4 µM; actives 1.1% (n = 290,000); in the data active = inhibition above about 16%, passing the limit was not always enough;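 also: cells stimulated with the agonist NPW; 0% = agonist with vehicle and 100% = vehicle without agonist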
* = called active by the depositor; / = not tested or not shown; [ ] = another dose, or the depositor's remark.

SMILES	MEKK3 PB1 HTS	OXTR agonist	NALP1 yeast inh	MEKK2 WT-MEK5	MEKK2mut PB1 HTS	V1R ag counter	GalR3 antagonist	PHOSPHO1 block	GPR7 antagonist
COc1ccc(S(=O)(=O)N(C)CC(=O)NCc2ccccn2)cc1	102	0.8	20	105	3	0.2	-7	43	-13
CCOC(=O)CN1C(=O)C(O)(CC(=O)c2ccco2)c2ccccc21 (configuration not stated)	104	-0.2	2	102	10	0.7	1	1	-11
COc1cc([N+](=O)[O-])ccc1NC(=S)NNC(=O)c1ccc2c(c1)OCO2	109	6.5	-11	111	16	10	-3	8	-15
COc1ccc(-c2c(-c3ccc(O)cc3O)n[nH]c2C(F)(F)F)cc1	100	0.9	22	97	1	-0.1	-5	17	-4
O=C(NCc1cccnc1)C(=O)N/N=C/c1ccc([N+](=O)[O-])cc1	99	-1.7	8	95	-6	-0.6	-3	47	-7
COCCNC(=O)CN1CCC(n2c(C)nc3cc(C(F)(F)F)ccc32)CC1	107	1.1	3	99	2	-0.3	-6	-7	-1
CCOc1ccc(NC(=O)/C=C/c2ccc(OC)cc2)c([N+](=O)[O-])c1	102	1.2	18	97	-1	1.1	1	-2	-4
O=C(CCNC(=O)c1ccco1)NCCc1ccc(Cl)cc1	103	/	38*	104	5	/	-2	4	-16
Cc1ccc(S(=O)(=O)CCC(=O)OCc2ccc(S(=O)(=O)C(C)C)cc2)cc1	102	1.5	7	97	-1	5.0	-5	15	-4
CCOc1ccc(-n2c(SCC(=O)Nc3ccc(Br)cc3)nc3n[nH]c(C)c3c2=N)cc1	116	-1.8	-2	106	0	-0.7	-2	-5	-3
S=C(Nc1ccccc1)N1CCC(C2CCN(C(=S)Nc3ccccc3)CC2)CC1	80	-0.6	27	87	-20	4.9	/	30	19*
COc1ccc(S(=O)(=O)NNC(=O)c2ccc(-n3c(C)ccc3C)cc2)cc1	103	-1.6	6	99	2	0.0	2	-6	-9
O=C(CSc1nc2ncc(Br)cc2[nH]1)c1cccc([N+](=O)[O-])c1	93	-0.3	8	110	13	-0.4	-1	-3	4
Cc1ccc(C(=O)Nc2ccnc(-c3ccncc3)n2)cc1	100	0.8	9	98	-5	0.9	-4	8	1
O=C(Nc1ccccc1)Nc1cccc2nsnc12	101	-2.6	16	96	-2	-1.6	-4	41	-7
COC(=O)c1sc(NC(=S)NC(=O)c2ccc(F)cc2)nc1C	101	1.1	19	101	4	0.3	-6	-15	-15
CCCNC(=O)CS(=O)(=O)c1ccccc1	96	-0.2	23	95	-7	1.4	-3	-2	-3
O=S(=O)(CCSc1nc2ccccc2o1)c1nc2ccccc2s1	/	0.2	7	/	/	1.8	-12	22	-6
COc1ccc(C2=C/C(=C/c3cccnc3)C(=O)O2)cc1OC	97	2.6	55	96	-2	5.9	3	-13	-9
Cc1cc(C)nc(N/N=C/c2ccccc2OCc2ccc(Cl)cc2)n1	101	-2.3	21	96	16	-1.7	3	13	-2
CC1=C(C(=O)Nc2ccccn2)C(c2ccc(Br)cc2)n2ncnc2N1 (configuration not stated)	96	-0.5	9	96	-1	1.0	-7	-5	2
Cn1cnnc1SCc1ccc(C(=O)N=Nc2c(O)n(Cc3ccc(Cl)cc3)c3ccccc23)cc1	92	-1.4	32	90	-2	-0.3	2	10	-4
COCCN(C(=O)CCC(=O)Nc1nccs1)C(C(=O)NC(C)(C)C)c1ccc(C)cc1 (configuration not stated)	96	-0.7	5	96	-4	-0.3	-9	40	6
Cc1ccc(-n2cccn2)c(CN2CCCC(CNC(=O)c3ccc(F)cc3)C2)c1 (configuration not stated)	84	-1.1	5	89	-8	0.9	-5	28	8
Cc1ccc2oc(-c3ccc(C)c(NC(=O)Cc4cccs4)c3)nc2c1	/	-0.2	11	/	/	0.4	-3	30	-9
Following part
SMILES	MEKK3 PB1 HTS	OXTR agonist	NALP1 yeast inh	MEKK2 WT-MEK5	MEKK2mut PB1 HTS	V1R ag counter	GalR3 antagonist	PHOSPHO1 block	GPR7 antagonist
C/C=C\C(=O)Nc1cccc(C2=NOC3(C2)C[C@H](C(N)=O)N(C(=O)[C@H]2CCC(=O)N2)C3)c1 (some centres not stated)	96	0.4	-3	99	4	0.0	/	13	/
Cc1ccc(C(=O)O)cc1NC(=O)CCc1ccccc1	97	0.1	6	103	-1	1.1	-7	-23	-17
Cc1ccc(NC(=S)N(CCCN2CCOCC2)Cc2ccccn2)cc1	103	0.2	1	100	-1	0.3	0	12	-5
CC(C)(C)NC(=O)COc1ccc(CNCc2cccs2)cc1	2.0*[inhibitor]	1.2	27	-1.0*[inhibitor]	-27	0.6	-4	-1	-10
COc1ccc(OC)c(NC(=O)CSc2nnc(-c3cnccn3)n2C)c1	100	0.4	8	97	4	-0.9	1	7	0
COc1ccc(Cc2n[nH]c(=S)n2Cc2ccccc2)cc1Cl	99	2.8	2	97	-4	-0.3	0	-45	4
CCOC(=O)C1CCN(c2ncnc3c2cnn3C)CC1	98	3.1	5	97	-5	2.8	/	/	11
CCN(C(=N)N=C(N)N)c1ccccc1	99	1.3	-9	96	-5	0.8	-4	15	-7
CCc1ccc(CCC(=O)Nc2ccc(C)cc2C)o1	101	-0.8	28	96	0	-0.7	-4	29	-7
Cc1ccc(-c2n[nH]c(=S)n2/N=C/C=C\c2ccccc2[N+](=O)[O-])cc1	112	-2.9	-7	103	15	-0.9	-2	92*	1
Cc1c(N=C2C=C(Br)C(=O)C(Br)=C2)c(=O)n(-c2ccccc2)n1C	99	/	6	90	1	/	-3	-47	-12
CCOc1cccc(-c2nc(C(N)=O)c3[nH]c(=O)n(-c4cccc(Cl)c4)c3n2)c1O	105	-0.1	19	106	4	0.7	/	-12	-10
Cc1nnc(Oc2ccccc2F)c2ccccc12	97	-1.7	8	94	-4	-1.4	-2	12	-6
[O-]/[N+](=C\C=C\c1ccccc1)c1ccccc1	97	-1.6	4	95	5	-0.4	-11	20	-1
CCC(=O)NNc1nc2c(F)cc(F)cc2s1	112	0.2	28	99	6	0.3	/	37	0
CCN(CC)C(=O)c1sc2nc(-c3ccc(OC)cc3)cn2c1C	/	0.8	3	/	/	0.0	-2	16	-4
CCc1ccc(S(=O)(=O)Nc2c(C)nn(C)c2C)cc1	104	8.8	2	102	3	5.0	-5	19	-3
O=C(O)/C=C/C(=O)c1ccc(O)cc1	105	-0.5	12	102	6	0.3	2	-6	-5
CC(=O)c1ccc(NC(=O)C2CCCN2S(=O)(=O)c2ccc(C)cc2)cc1 (configuration not stated)	97	0.3	24	99	-1	1.4	-1	-3	-8
Cc1ccc(S(=O)(=O)N2CCC(=O)N(C(COCc3ccc(Cl)cc3)Cc3ccccc3)CC2)cc1 (configuration not stated)	96	0.1	3	97	-2	0.3	-10	6	-16
Cc1cnn(-c2cc(N/N=C/c3ccccc3)ncn2)c1	104	-0.9	17	108	7	-0.3	/	13	-2
O=C(Nc1ccc(S(=O)(=O)NCc2ccco2)cc1)c1ccc2ccccc2n1	/	3.9	34	/	/	5.2	-1	18	1
CCN(CC)c1ncnc2sc(C(=O)N3CCN(c4ccc(OC)cc4)CC3)c(C)c12	97	-0.5	1	98	15	-0.6	/	-1	-14
O=C(N/N=C\c1ccc[nH]1)C1COc2ccccc2O1 (configuration not stated)	85	-0.3	/	93	-17	7.6	0	8	-4
COC(=O)Cc1ccc(NC(=S)NCCCN2CCOCC2)cc1	96	0.8	-12	97	-5	0.9	0	39	-19
(next part)
SMILES	MEKK3 PB1 HTS	OXTR agonist	NALP1 yeast inh	MEKK2 WT-MEK5	MEKK2mut PB1 HTS	V1R ag counter	GalR3 antagonist	PHOSPHO1 block	GPR7 antagonist
Nc1ccc2c(c1)C(=O)C(=O)c1ccccc1-2	101	-0.6	15	108	3	0.6	1	62*	-11
CCOc1ccc(CN2CCNC(=O)C2CC(=O)NCCCOc2cccnc2)cc1 (configuration not stated)	98	-0.4	16	107	1	-0.4	-2	20	-6
Cc1ccc(NC(=O)N(C2CCCCC2)C(C)c2cccnc2)cc1C (configuration not stated)	102	0.1	53	101	11	1.0	0	-5	-12
CC1CCN(c2nnc(NC(=O)Cn3c(=O)oc4ccccc43)s2)CC1	113	0.4	22	109	15	2.2	3	-15	-14
COCCn1c(C)cc(C(=O)CN2C(=O)NC3(CCCCCCC3)C2=O)c1C	99	1.1	33	101	1	1.1	-3	1	-2
COc1ccc(C(=O)Nc2c(N)nc(SCC(=O)N3CCC(C)CC3)[nH]c2=O)cc1	99	0.3	6	103	3	0.1	0	38	-17
CCNc1nc(OCC)nc(N2CCC(Cc3ccccc3)CC2)n1	97	0.5	22	99	-1	2.0	1	-9	0
N#C/C(=C/c1ccc(N2CCOCC2)o1)C(=O)N1CCOCC1	94	4.3	13	94	-2	7.5	-5	3	11
CC(=O)Oc1cc2oc(=O)cc(C)c2cc1Cl	107	-1.2	-17	103	13	-1.2	-1	28	-4
O=C(N/N=C/c1ccc([N+](=O)[O-])o1)c1sc2ccccc2c1Cl	95	-0.1	/	95	-10	-0.3	-4	44	-10
CCn1c(SCC(=O)Nc2ccc(F)cc2)nc2ccccc2c1=O	106	-1.6	2	101	6	-1.0	-9	18	29
COc1ccc(-n2c(=O)c3c(C)c(C)sc3n(Cc3cccc(F)c3)c2=O)c(OC)c1	98	-0.4	12	96	-6	-0.1	-1	-15	-13
C/C(=N\NC(=O)c1nc2ccccn2c1C)c1cccc([N+](=O)[O-])c1	103	-0.3	15	99	-4	0.6	-2	-19	3
O=C(NCc1ccccc1Cl)c1ccc2nc[nH]c2c1	105	0.6	-2	103	2	-0.3	-2	-1	0
O=C(COC(=O)/C=C/c1ccc(OC(F)F)cc1)Nc1ccc(S(=O)(=O)N2CCCC2)cc1	105	1.8	23	123	0	2.0	0	-1	-2
CC1=Nc2cccc3cccc(c23)N1	97	0.0	-29	104	2	0.1	-2	10	19
Cc1ccc(-c2nc3ccc(Cl)cc3c(=O)n2O)cc1	104	0.1	13	101	2	2.4	-3	16	2
CC(=C\C(=O)O)/C(=C\c1cccc2ccccc12)C(=O)O	101	0.6	-38	101	1	-0.5	-4	20	0
COc1ccc2nc(C)cc(N3CCN(c4ccccc4)CC3)c2c1	107	-1.8	23	115	14	0.6	-7	27	-1
CC(C)(C)c1ccc(C(=O)NCCC(=O)N2CCC3(CC2)NCCc2[nH]cnc23)cc1	100	-1.0	5	97	-3	0.0	-10	32	8
CC(=O)NC12CC3CC(C1)CC(C(=O)OCC(=O)NC(=O)c1cccn1C)(C3)C2	94	-0.2	14	95	-4	-0.3	-4	-71	1
Cc1ccc(-c2nnc(SCc3ccccc3F)o2)cc1	88	0.9	6	92	-6	0.1	-7	6	5
COCCN(CCOC)c1nc(-c2ccc([N+](=O)[O-])cc2)nc2ccccc12	99	-0.2	2	98	1	0.3	0	19	-12
Cc1ccccc1NC(=O)c1ccc(CN2CCC(Cc3ccccc3)CC2)cc1	88	3.0	16	104	-4	0.1	-3	15	10
COc1ccc(CCN2C(=O)c3cccc4cccc(c34)C2=O)cc1OC	/	-0.1	1	/	/	0.6	3	0	-15
COc1cccc(-c2nc(N)nc(SC)c2C#N)c1	104	-2.3	-16	102	5	-0.9	3	23	-8
COc1ccc(CC2(C)OC(c3ccc(C)c([N+](=O)[O-])c3)=NN2C(C)=O)cc1 (configuration not stated)	87	-2.8	10	93	-5	-0.9	-8	-1	-2

Rows were taken by chance. About 5.4% of those tested had a hit in this group.
